NR2E3 ag-1: inhibitors of NR2E3-RetCOR corepressor binding, primary screen, NR2E3 agonist project, biochemical, TR-FRET, GST-NR2E3, biotin-RetCOR | 1536-well | 320,000 compounds, 0.12% hits | Photoreceptor-specific nuclear receptor (Homo sapiens), Q9Y5X4 | AID 2300, 2010 | inhibition of corepressor binding, % at 4.78 µM;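 active means percent inhibition above the cutoff of mean plus 3 SD of all tested compounds, set per screening campaign, cut at about 20% in these data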;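 further: 0% = DMSO wells and 100% = biotin wells as full block of FRET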
Target sequence (Q9Y5X4 whole entry, looked up): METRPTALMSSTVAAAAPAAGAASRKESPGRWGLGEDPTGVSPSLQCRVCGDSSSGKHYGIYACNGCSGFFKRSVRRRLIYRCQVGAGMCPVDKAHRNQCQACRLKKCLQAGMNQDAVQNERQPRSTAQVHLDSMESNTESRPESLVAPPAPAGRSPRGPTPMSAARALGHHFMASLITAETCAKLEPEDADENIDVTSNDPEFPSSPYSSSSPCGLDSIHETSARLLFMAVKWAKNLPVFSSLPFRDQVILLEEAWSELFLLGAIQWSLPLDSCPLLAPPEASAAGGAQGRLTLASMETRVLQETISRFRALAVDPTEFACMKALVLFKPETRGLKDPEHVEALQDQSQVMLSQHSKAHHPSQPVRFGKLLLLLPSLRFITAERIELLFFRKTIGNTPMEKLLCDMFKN
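Material – GST-tagged NR2E3 plus biotinylated RetCOR corepressor · Quantity – NR2E3 fusion 1.35 nM · Times – 5 h incubation at 4 °C · Medium – pH 7.5 Tris-based buffer · Technique – TR-FRET, Eu(K)-anti-GST donor, streptavidin-D2 acceptor, ex 340, em 617/671 nm · Benchmarks – high control biotin, low control 0.6% DMSO · Format – 1536-well plates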
KKLEB cytotox: cytotoxicity in KKLEB CF airway cells, primary screen, cytotoxicity control for CF NF-kB inhibitor project, cell-based, uHTS, fluorescence assay plates; KKLEB CF airway cells viability, ATPlite luminescence, overnight; stronger effect = lower value; cells stimulated with P. aeruginosa culture filtrate; activity change (cytotoxicity), % at 5 µM; 360,000 compounds, 0.36% hits;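 active means corrected activity change at or below -50% at 5 µM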
HIF-2a block: HIF-2a reporter inhibitors, primary screen, luminescence, 786-0 RCC cells; 786-0 RCC cells HIF-2a reporter, luciferase luminescence, overnight; inhibition, % at 18.8 µM; 360,000 compounds, 0.72% hits;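 active means inhibition of the luminescence signal of 40% or more relative to plate controls, in a single-dose primary screen at 18.75 µM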
Peg3 prom inh: Peg3 promoter-driven luciferase inhibitors, primary screen, cell-based, HeLa, luciferase luminescence; HeLa PEG-Prom luciferase reporter, overnight; inhibition, % at 20 µM; 360,000 compounds, 1.7% hits;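 active means inhibition of at least 50% at 20 µM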
TRAIL sens C8: viability loss with TRAIL in NB7+C8 cells, primary screen, TRAIL sensitizer project, cell-based, ATPlite luminescence; inhibition (viability loss, TRAIL sensitization), % at 10 µM; 360,000 compounds, 1% hits; AID 624354, 2012;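 active means compounds causing at least 50% loss of cell viability in the single-dose screen, relative to plate controls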
LMP1 NFkB inh: EBV LMP1-driven NF-kappaB luciferase reporter inhibitors, primary screen, cell-based, luminescence, single point; inhibition, % at 12.5 µM; 350,000 compounds, 0.69% hits; LMP1-induced NF-kappaB luciferase reporter cells; AID 504558, 2011; in the data active means inhibition above about 41%;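 further: 0% = neutral control wells and 100% = reference inhibitor control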
NR2E3 ag-2: NR2E3 agonists in two-hybrid cells, primary screen, cell-based, luminescence, CHO-S, Gal4-NCOR/VP16-NR2E3. inhibition of corepressor binding, % at 3.98 µM. AID 602229, 2012. 360,000 compounds, 0.35% hits. luciferase;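 active means inhibition above the mean of all tested compounds plus 3 SD, cut at about 70% in these data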;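 further: 0% = DMSO with NR2E3 transfected cells and 100% = cells lacking NR2E3 construct; higher means lower luciferase signal from less NR2E3 corepressor binding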
Shn3 inh set2: reduction of Shn3 3'UTR firefly luciferase signal, primary screen, Schnurri-3 inhibitor project, cell-based, Clone20 osteoblasts, set 2 | inhibition, % at 12.5 µM | 360,000 compounds, 0.52% hits | Clone20 osteoblast Shn3 3'UTR firefly luciferase, 24 h;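 active means mean inhibition of at least 75% with every replicate also reaching 75%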;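 further: 0% = median of neutral control wells and 100% = pilot-screen positive control compound; some compounds past the cut are filed as inactive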
hiPSC survival: enhancers of single-cell hiPSC survival, primary screen, ATPlite luminescence | 100% = ROCK inhibitor wells, 0% = DMSO | survival enhancement, % at 20 µM | 360,000 compounds, 0.044% hits | AID 602274, 2012; in the data active means survival enhancement above about 18%;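 further: cells exposed to compounds for 16 hours before the ATP read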
TRPM1 prom inh: inhibitors of MITF-dependent TRPM1 promoter reporter, primary screen, cell-based, SK-MEL-5, single point, luciferase. SK-MEL-5 TRPM1 promoter luciferase, 24 h. inhibition, % at 12.5 µM. 330,000 compounds, 0.83% hits;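 active means mean inhibition across replicates of 60% or more, whatever share of single replicates reaches that level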; further: values of inactives mirror those of a sister screen read the other way
CF NFkB inh: inhibitors of PAF-induced NF-kB signaling, primary screen, cell-based, GFP fluorescence, uHTS; KKLEB NF-kB-GFP reporter, GFP fluorescence overnight; inhibition, % at 5 µM; 360,000 compounds, 0.86% hits; AID 588850, 2011;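 active means at least 50% inhibition at 5 µM, scaled per plate between neutral and stimulator controls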;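 further: PAF is a Pseudomonas aeruginosa culture filtrate used as stimulus; plate controls were PAF-stimulated DMSO wells for no effect and unstimulated DMSO wells for full effect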
The depositor's hits bear a star; . = not tested or not shown. This is a subset; count on the stated rates, not on these rows.

SMILES	NR2E3 ag-1	KKLEB cytotox	HIF-2a block	Peg3 prom inh	TRAIL sens C8	LMP1 NFkB inh	NR2E3 ag-2	Shn3 inh set2	hiPSC survival	TRPM1 prom inh	CF NFkB inh
CC(=O)c1c(-c2ccccc2)c2cc(Cl)ccc2n(C)c1=O	-2	-5	-1	28	2	2	1	-8	-0.6	4	2
CCn1c(CNS(=O)(=O)c2ccc(Br)cc2)nnc1SC	0	8	1	11	7	1	1	4	-0.1	-1	-20
CCOC(=O)N1CCC(NC(=O)C(CC(C)C)NC(=O)C2CCC(C)CC2)CC1 (stereo unspecified)	1	8	22	7	12	0	-6	-7	-0.1	5	-11
NNc1nc(-c2ccccc2)c2cc(Cl)ccc2n1	2	-15	23	-2	-11	4	-31	-5	0.0	16	17
COc1ccc(NS(=O)(=O)c2cccc(C(=O)NCC(c3ccccc3OC)N3CCCC3)c2)cc1 (stereo unspecified)	-1	2	15	-20	6	-12	-36	4	-0.2	-7	8
COc1ccc2c(c1OC)C(=O)OC2Nc1nc(-c2ccccc2)cs1 (stereo unspecified)	0	3	58*	104*	14	23	5	89*	-3.3	69*	89*
O=C(Nc1ccccc1)c1cccnc1N1CCCC1	0	-4	7	7	-6	7	8	-26	-2.3	14	-1
O=C(NCc1ccccc1)C1CCC1	2	-7	9	6	-3	2	2	0	1.4	-2	-6
CCN1C(=O)N[C@@H](c2cccc(C(F)(F)F)c2)[C@H](C(C)=O)[C@H]1C	0	-6	8	11	-3	5	-3	-11	1.0	-19	-10
O=C(Cc1ccccc1)Oc1coc(CSc2ncccn2)cc1=O	2	8	5	-1	0	-6	-4	4	0.5	6	0
Cc1ccc2nc(SCC(=O)c3c(N)n(C)c(=O)n(C)c3=O)[nH]c2c1	1	-13	-15	-4	-4	-2	-7	-11	-0.3	-1	-34
O=C(NCCc1ccccc1)C1(c2ccccc2)CCCC1	2	-1	8	12	-6	6	7	13	0.0	2	-20
Cc1ccc(C([O-])=C(C(=S)NCc2ccccc2)[n+]2cccc(CO)c2)cc1[N+](=O)[O-]	.	-7	-13	2	-4	-9	13	7	8.3	6	-7
COc1cccc(CNC(=O)CCS(=O)(=O)c2cccc3nonc23)c1	2	-3	8	11	-13	-14	-16	-3	-0.9	-1	-2
Cc1cc(C)n(CC(=O)NNC(=O)c2cccc(C(F)(F)F)c2)n1	-1	-4	16	4	-9	-3	-21	-12	-0.2	-5	7
Cc1ccc(C)c(S(=O)(=O)NCc2cccnc2)c1	5	3	8	-6	-7	4	-5	-6	-1.1	-9	0
NC(=O)C(=O)N/N=C/c1c(F)c(F)c(F)c(F)c1F	-3	-6	2	6	-3	-3	6	13	0.0	2	3
O=C1CN(Cc2nc3cc(Cl)ccc3c(=O)[nH]2)CCN1	1	14	12	5	4	-6	3	13	0.7	-9	-22
COc1ccccc1N1CCN(C(=O)C2CCCCN2S(=O)(=O)c2ccc(C)cc2)CC1 (stereo unspecified)	-2	5	16	27	-9	-4	10	-8	1.2	8	-21
CCOC(=O)c1c(NC(=O)C2C3C=CC(CC3)C2C(=O)O)sc(C)c1CC (stereo unspecified)	1	6	4	10	12	4	4	13	-0.2	12	0
C=CCOCCN(CC)CC	.	2	19	10	21	-3	-12	3	-0.2	-6	14
COc1ccc(CNC(=O)CCNS(=O)(=O)c2ccc(NC(C)=O)cc2)cc1OC	0	8	8	-3	-6	-6	-1	-18	1.0	1	-25
CCOc1ccc(-c2nc(CSCC(=O)NC3CCCc4ccccc43)c(C)o2)cc1 (stereo unspecified)	0	4	18	8	18	-10	-26	11	0.6	15	-6
COc1ccccc1NC(=O)CCN1C(=O)/C(=C\c2cc(OC)c(OC)c(OC)c2)SC1=S	-1	4	10	3	5	4	-21	-13	-0.1	-1	29
COc1ccc(S(=O)(=O)NC2CC2)cc1Cl	-1	6	12	12	-4	7	-32	-11	1.3	-14	-7
SMILES	NR2E3 ag-1	KKLEB cytotox	HIF-2a block	Peg3 prom inh	TRAIL sens C8	LMP1 NFkB inh	NR2E3 ag-2	Shn3 inh set2	hiPSC survival	TRPM1 prom inh	CF NFkB inh
COc1ccc(/C=N/Nc2nc3ccccc3c(=O)[nH]2)cc1	-1	8	-215	-183	11	-8	-70	-56	-2.5	-58	-13
Fc1ccc(-c2n[nH]c(=S)n2CC2CCCO2)cc1 (stereo unspecified)	-6	9	16	5	3	4	11	1	-0.2	2	-1
CC1CCc2sc(C(=O)NNC(=S)NCC3CCCO3)cc2C1 (stereo unspecified)	-1	9	-48	-11	-11	-10	-15	8	-0.3	4	-12
CN(C)C(=O)CN(c1ccc(F)c(Cl)c1)S(C)(=O)=O	4	0	-3	23	21	1	9	9	4.2	3	-14
O=C(c1ccc(S(=O)(=O)N2CCCCC2)cc1)N1CCN(c2ccccc2)CC1	1	5	8	-16	-9	-9	-22	-1	-0.1	-7	7
CC(=O)N1CCN(CCN=CC2=C(O)CC(C)(C)CC2=O)CC1	-2	7	18	-3	3	-8	-14	7	5.0	-1	-11
O=C(c1ccccc1)c1ccc2nc(-c3ccc(NC(=O)c4ccccc4F)cc3)[nH]c2c1	-1	-30	-3	-8	46	-9	-30	19	2.7	9	45
CCOC(=O)/C(C#N)=C/c1c(N2CCN(c3cccc(Cl)c3)CC2)nc2c(C)cccn2c1=O	.	12	22	15	-7	.	-7	30	4.4	-22	-6
O=[N+]([O-])c1cc(Cl)cc2c1nc(NCCO)c1ccccc12	2	2	6	2	-8	7	-11	0	0.9	5	-36
Cc1cccc(NS(=O)(=O)c2nnc(NC(=O)c3ccc(C)c(C)c3)s2)c1	2	-18	-17	-21	8	-8	16	12	0.7	-2	16
COc1ccc(N(C(=O)c2ccncc2)S(=O)(=O)c2ccc3c4c(cccc24)C(=O)N3C)cc1	2	-12	23	41	3	-1	12	24	2.5	23	46
CCOC(=O)CC1NCCc2c1[nH]c1ccc(OC)cc21 (stereo unspecified)	2	19	19	-5	-24	4	-19	-12	1.3	6	-19
CCOc1cc(/C=N/NC(=O)c2ccc(-c3csc(Nc4ccc(C)cc4)n3)cc2)ccc1OCC(=O)O	.	4	-188	-50	33	-8	-149	-46	0.3	4	-20
COC(=O)c1ccc(/C=C/c2c(-c3ccc(OC)cc3)sc3ccccc23)cc1	.	10	-39	-12	2	-11	11	9	-2.8	6	-41
CCOc1ccc(-c2csc(NC(=O)c3ccco3)n2)cc1	0	9	-350	-300	-10	-10	-98	-17	-1.0	-54	-36
CC(=O)NC(C)(c1ccccc1)c1nc(-c2cccc3cccnc23)cs1 (stereo unspecified)	.	-9	2	17	-3	.	12	7	-3.3	.	2
C/C(=C\c1ccccc1)CN1CCC(C(=O)N2CCCC(C)C2)CC1 (stereo unspecified)	1	-3	12	15	-2	4	-11	1	2.9	10	5
O=C(N/N=C/c1ccccn1)c1cc(-c2ccc(Cl)s2)[nH]n1	2	6	-6	-1	13	11	-65	19	-0.7	-5	0
O=C(COc1cc(Cl)c(Cl)cc1Cl)Nc1cccc(O)c1	-1	-13	-175	-427	17	12	-22	-76	-0.1	-128	-9
O=[N+]([O-])c1ccc(C[n+]2ccc(Cc3ccccc3)cc2)cc1	0	8	6	15	12	8	-2	-19	-0.9	-4	9
CC(=O)N1CCOc2cc(S(=O)(=O)NCc3ccc(F)cc3)c(C)cc21	1	-5	-3	1	-19	0	-37	84	-1.6	-8	-8
CC(C)C(=O)Nc1ccc(C(=O)NNC(=S)NC(=O)c2ccccc2[N+](=O)[O-])cc1	-1	-5	14	3	1	2	-22	-14	1.0	10	-23
COc1ccc(-c2n[nH]c(=S)n2-c2cc(OC)ccc2OC)cc1	-1	-5	4	11	7	2	12	16	-0.8	7	6

Arranged by molecular weight (smallest number first): some entries from above.
SMILES	NR2E3 ag-1	KKLEB cytotox	HIF-2a block	Peg3 prom inh	TRAIL sens C8	LMP1 NFkB inh	NR2E3 ag-2	Shn3 inh set2	hiPSC survival	TRPM1 prom inh	CF NFkB inh
Fc1ccc(-c2n[nH]c(=S)n2CC2CCCO2)cc1 (stereo unspecified)	-6	9	16	5	3	4	11	1	-0.2	2	-1
O=[N+]([O-])c1ccc(C[n+]2ccc(Cc3ccccc3)cc2)cc1	0	8	6	15	12	8	-2	-19	-0.9	-4	9
O=[N+]([O-])c1cc(Cl)cc2c1nc(NCCO)c1ccccc12	2	2	6	2	-8	7	-11	0	0.9	5	-36
O=C(N/N=C/c1ccccn1)c1cc(-c2ccc(Cl)s2)[nH]n1	2	6	-6	-1	13	11	-65	19	-0.7	-5	0
C/C(=C\c1ccccc1)CN1CCC(C(=O)N2CCCC(C)C2)CC1 (stereo unspecified)	1	-3	12	15	-2	4	-11	1	2.9	10	5
COc1ccc(-c2n[nH]c(=S)n2-c2cc(OC)ccc2OC)cc1	-1	-5	4	11	7	2	12	16	-0.8	7	6
O=C(COc1cc(Cl)c(Cl)cc1Cl)Nc1cccc(O)c1	-1	-13	-175	-427	17	12	-22	-76	-0.1	-128	-9
CC(=O)NC(C)(c1ccccc1)c1nc(-c2cccc3cccnc23)cs1 (stereo unspecified)	.	-9	2	17	-3	.	12	7	-3.3	.	2
CC(=O)N1CCOc2cc(S(=O)(=O)NCc3ccc(F)cc3)c(C)cc21	1	-5	-3	1	-19	0	-37	84	-1.6	-8	-8
COC(=O)c1ccc(/C=C/c2c(-c3ccc(OC)cc3)sc3ccccc23)cc1	.	10	-39	-12	2	-11	11	9	-2.8	6	-41
COc1ccc(N(C(=O)c2ccncc2)S(=O)(=O)c2ccc3c4c(cccc24)C(=O)N3C)cc1	2	-12	23	41	3	-1	12	24	2.5	23	46

Screening results deposited in PubChem by several laboratories.
